Compound activity from PubChem.
CCT modulator = High-Throughput Screening for Modulators of Cytosolic Chaperonin Activity; purified chaperonin ATPase assay, HTRF ADP detection, 30 min; activity change, % (test concentration not listed), hits read low; 360,000 tested, 0.3% active; AID 651819, 2012; in the data active means activity change below about -30%; further: on the % scale 0 is the no-effect control and ±100 the full control effect
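TRiC at 40 or 20 nM final (batch-dependent) in 30 mM Tris pH 7.4, 100 mM KCl, 5 mM MgCl2, 1 mM DTT, with compound at single 76 uM and 10 uM ATP, 30 min at 37 deg C. ADP detected by HTRF Transcreener, 665/615 ratio.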
TGFb SMAD3 inh = qHTS for Inhibitors of TGF-b; HepG2 CAGA-GFP TGF-b/SMAD3 reporter, GFP fluorescence, 18 h; TGF-beta stimulated, 500 pg/mL final; Potency, µM (top dose mostly 46.1 µM), for inactives: top-dose activity, negative = inhibition, hits mostly inhibitors; 410,000 tested, 1.2% active; further: potency means the concentration at half of the fitted maximal effect; on the % scale 0 is the no-effect control and ±100 the full control effect; nearly all actives have a fitted effect of over 65% in size
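First, reporter cells (HEPG2 CAGA-GFP) rested 2 h at 37 degrees C. Next, compounds were pinned in and TGF-beta added to 500 pg/mL final. After 18 h, GFP was imaged per cell and summed per well.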
EPAC2 antagonist = qHTS for Antagonist of cAMP-regulated guanine nucleotide exchange factor 2 (EPAC2): primary screen. Rap guanine nucleotide exchange factor 4 (Homo sapiens), Q8WZA2. EPAC2 GEF exchange of Rap1B-BODIPY-GDP, fluorescence. Potency, µM (highest dose often 114 µM), for the others: at the highest dose activity, negative = inhibition, actives largely listed as inhibitors. 360,000 tested, 0.18% active. AID 720708, 2013; further: potency means the concentration at half of the fitted maximal effect; on the % scale 0 is the no-effect control and ±100 the full control effect; nearly all actives have a fitted effect of over 45% in size; many of its hits are not listed in these tables
Target sequence (Q8WZA2 whole entry, looked up): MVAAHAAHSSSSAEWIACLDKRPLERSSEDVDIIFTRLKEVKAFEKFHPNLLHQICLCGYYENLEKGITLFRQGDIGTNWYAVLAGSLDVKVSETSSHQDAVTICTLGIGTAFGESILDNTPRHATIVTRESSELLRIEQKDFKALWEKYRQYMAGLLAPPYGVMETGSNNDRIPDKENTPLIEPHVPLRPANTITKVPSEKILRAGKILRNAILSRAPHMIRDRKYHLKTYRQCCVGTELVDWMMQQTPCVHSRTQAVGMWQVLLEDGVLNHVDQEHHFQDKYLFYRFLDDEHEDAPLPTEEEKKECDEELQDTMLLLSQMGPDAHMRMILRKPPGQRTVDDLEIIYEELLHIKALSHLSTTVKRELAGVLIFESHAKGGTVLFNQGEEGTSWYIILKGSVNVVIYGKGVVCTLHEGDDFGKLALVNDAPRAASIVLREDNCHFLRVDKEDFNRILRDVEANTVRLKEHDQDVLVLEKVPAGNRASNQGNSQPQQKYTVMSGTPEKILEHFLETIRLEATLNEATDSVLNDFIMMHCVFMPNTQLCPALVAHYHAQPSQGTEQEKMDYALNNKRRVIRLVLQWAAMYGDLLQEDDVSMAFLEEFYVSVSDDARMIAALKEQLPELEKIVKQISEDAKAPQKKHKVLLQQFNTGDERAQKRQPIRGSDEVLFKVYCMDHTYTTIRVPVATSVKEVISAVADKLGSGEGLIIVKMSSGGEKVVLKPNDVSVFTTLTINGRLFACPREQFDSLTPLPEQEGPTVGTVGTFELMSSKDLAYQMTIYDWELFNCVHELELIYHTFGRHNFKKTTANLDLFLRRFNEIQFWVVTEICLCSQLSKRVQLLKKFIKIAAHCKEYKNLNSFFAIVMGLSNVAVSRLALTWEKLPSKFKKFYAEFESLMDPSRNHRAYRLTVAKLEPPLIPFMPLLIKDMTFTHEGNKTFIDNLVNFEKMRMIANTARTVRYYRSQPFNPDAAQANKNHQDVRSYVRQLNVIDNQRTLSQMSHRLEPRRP
Nrf2 block = Nrf2 qHTS screen for inhibitors; AID 504444, 2011; Potency, µM (doses to about 46 µM), inactives show top-dose activity change, negative = inhibition, most hits filed as inhibitors; 360,000 tested, 2.1% active; A549 ARE-Fluc reporter, luciferase luminescence, 18-24 h; further: potency means the concentration at half of the fitted maximal effect; on the % scale 0 is the no-effect control and ±100 the full control effect; nearly all actives have a fitted effect of over 60% in size
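In this cell-based qHTS, ARE-driven firefly luciferase in A549 cells reports Nrf2 activity; the luminescent signal after BugLite lysis is the measured value, with a prior CellTiter-Fluor read for cell health.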
A549 viability = Nrf2 qHTS screen for inhibitors: counterscreen for cytotoxicity. AID 504648, 2011. 390,000 tested, 0.16% active. Potency, µM (titrated, usually from 46 µM), for the others: at the highest dose activity change, negative = cytotoxicity, hits mostly inhibitors. A549 ARE-Fluc cells, CellTiter-Fluor viability, 18-24 h; further: potency means the concentration at half of the fitted maximal effect; on the % scale 0 is the no-effect control and ±100 the full control effect
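A549 ARE_Fluc cells in 5% FBS OPTI-MEM were exposed to compounds in concentration-response for 18-24 h at 37 deg C. Viability was read by CellTiter-Fluor fluorescence (Ex 405/Em 525) after 30 min, before the luciferase read.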
Nrf2 activator = qHTS of Nrf2 Activators. AREc32 ARE-luciferase reporter (MCF7-derived line), luminescence, 24 h. Potency, µM (top dose mostly 46.1 µM), without a hit: at the top dose activation, usual class: activators. 410,000 tested, 0.31% active. AID 624171, 2012; further: potency means the concentration at half of the fitted maximal effect; % of control where 0% means no effect; nearly all actives have a fitted effect of over 65% in size
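For detection, Steady-Glo was added and plates sat 30 min at RT; before that, AREc32_Fluc cells grown overnight in OPTI-MEM/5% FBS had been treated with 23 nL compound for 24 hr at 37 deg C.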
EPAC2 agonist = qHTS for Agonist of cAMP-regulated guanine nucleotide exchange factor 4 (EPAC2): primary screen | Rap guanine nucleotide exchange factor 4 (Homo sapiens), Q8WZA2 | EPAC2 activation, biochemical qHTS; response scale: 100% = 6.5 mM cAMP response | Potency, µM (highest dose often 154 µM), for inactives: at the highest dose activation, usual class: activators | 360,000 tested, 0.079% active | AID 720711, 2013; further: potency means the concentration at half of the fitted maximal effect; nearly all actives have a fitted effect of over 50% in size
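qHTS, titration series. 100 nM EPAC2 / 250 nM Rap1B-BODIPY-GDP / 50 uM GDP; RT; ex 480/em 540 nm, 5-min reads to 30 min. Norm. to 6.5 mM cAMP = activation.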
pAkt inh = HTS Assay for Inhibitors of Akt Phophorylation: Primary Screen | Neuro2A IGF-stimulated pAkt S473 HTRF, 20 min; active compounds read low | activity change, % for hits at 50 µM | 360,000 tested, 0.32% active; in the data active means activity change below about -80%; inconclusive means mostly about -51% to -80%; further: on the % scale 0 is the no-effect control and ±100 the full control effect
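Neuro2A cells (4,500/well, DMEM with 0.5% FBS) were treated with compound at a single 50 µM final concentration, stimulated with 6 nM IGF for 20 min at 37 °C, and lysed. Phospho-Akt Ser473 was read by HTRF as 665/615 ratio ×10^4.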
Mm-Cpn inhibitor = Inhibitors of TCP-1 ring complex (TRiC) of Methanococcus maripaludis (MmCpn): qHTS. purified Mm-Cpn ATPase, ADP Transcreener TR-FRET. Potency, µM (series often up to 76.9 µM), for inactives: top-dose activity, negative = inhibition, most hits filed as inhibitors. 330,000 tested, 0.031% active; further: potency means the concentration at half of the fitted maximal effect; on the % scale 0 is the no-effect control and ±100 the full control effect; nearly all actives have a fitted effect of over 80% in size
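ATP (10 uM final) was added to archaeal chaperonin (25 nM final) after 10 min exposure to test compound at 37°C; after 30 min further incubation, ADP was detected by competitive TR-FRET.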
An asterisk follows results filed as active; i = inactive; ? = inconclusive; / = not tested or not shown; & = joins results of further samples; [ ] = dose if it differs, or a comment. Unless noted, the call rests on the fitted dose curve; in most records, active means well fitted curve in the direction sought with a large enough effect; inconclusive means small, poorly fitted or top-dose-only effect, or another doubt; inactive means no such curve, though single readings can be large; an effect the other way counts as inactive or inconclusive. Not all compounds are listed; rates above refer to the full screens.

SMILES	CCT modulator	TGFb SMAD3 inh	EPAC2 antagonist	Nrf2 block	A549 viability	Nrf2 activator	EPAC2 agonist	pAkt inh	Mm-Cpn inhibitor
COc1cccc(NC(=O)N2CCCC2C(=O)NCc2ccccc2)c1 (stereo not given)	0.5	2.6%	-0.5%	10.7%	0.0%	0.4%	10.2%	i	0.1%
CCC(C(=O)Nc1ccc(S(=O)(=O)Nc2ncccn2)cc1)c1ccccc1 (stereo not given)	-0.4	-2.4%	11.5%	2.7%	6.7%	-0.2%	13.4%	i	2.8%
CN(C)S(=O)(=O)N1CCN(c2ccc([N+](=O)[O-])c(N3CCCCC3)c2)CC1	-2.1	3.4%	5.3%	9.1%	5.4%	-0.5%	9.6%	i	2.5%
Cc1cc(-c2nn(-c3ccccc3F)cc2CNCCc2cnccn2)c(C)s1	-0.2	-14.4%	-9.7%	7.4%	-3.8%	4.7%	-4.6%	i	2.2%
OCCC1CN(Cc2cn[nH]c2C2CCCCC2)CCN1C1CCCCC1 (stereo not given)	-1.4	-3.6%	5.7%	-11.7%	1.5%	-0.3%	-2.9%	i	0.3%
O=C1/C(=C\c2ccc(O)c(O)c2)C(c2ccccc2)=NN1c1ccccc1	-1.1	?	4.2%	-5.0%	2.3%	-0.6%	2.5%	i	-3.5%
CCN(CC)CCNC(=O)c1cn(CC)c2cc(N3CCN(C)CC3)c(F)cc2c1=O	-5.1	7.9%	10.3%	0.5%	-16.8%	2.2%	11.6%	i	-1.7%
Cc1ccc(NC(=O)NC2CCCc3ccccc32)cc1 (stereo not given)	-4.3	-4.4%	-1.8%	11.0%	0.1%	0.3%	0.9%	i	0.1%
O=C(N/N=C/c1ccccc1[N+](=O)[O-])c1ccncc1	-2.7	0.0%	8.8%	8.8%	-4.5%	?	0.7%	i	-0.1%
CC1OC(C(C)(C)C)CC2=C1C(=O)OC(C)(C)O2 (stereo not given)	-0.3	/	-15.0%	/	/	0.1%	-0.5%	i	/
CCOC(=O)c1c(C)[nH]c(/C(C)=N/NC(=O)c2cccnc2)c1C	1.9	-0.6%	0.5%	/	/	0.6%	3.4%	i	/
CC(C)(C)NC(=O)c1ccnc(C(C)(C)C)c1	3.5	0.0%	9.2%	0.6%	-13.9%	-0.9%	3.2%	i	-0.8%
COc1ccc2nc3sc(C(=O)N4CCN(c5ccc(F)cc5)CC4)cc3cc2c1	/	13.4%	/	5.0%	-2.4%	0.3%	/	/	/
CCN(CC(=O)Nc1ccccc1C(F)(F)F)C(=O)CCOc1ccccc1C	1.8	-17.9%	1.0%	-1.9%	4.2%	-0.1%	10.5%	i	?
COc1ccc2nc3n(c(=O)c2c1)-c1ncccc1C(=O)NC3Cc1ccccc1 (stereo not given)	0.4	-2.7%	-6.5%	/	/	5.3%	1.8%	i	/
Cc1ccc(NS(=O)(=O)c2ccc(C(=O)NCCN3CCOCC3)cc2)cc1	-0.7	-6.2%	-12.0%	9.2µM*	-2.1%	-0.2%	7.9%	i	0.1%
CCCCCOc1ccc(C(=O)NCC2(c3ccccc3)CCOCC2)cc1	-4.4	?	-15.3%	?	-2.6%	1.5%	21.9%	i	0.5%
CCOC(=O)N1CCN(C(=O)COc2ccccc2[N+](=O)[O-])CC1	1.3	-0.9%	0.5%	3.3%	1.1%	-0.6%	-3.9%	i	-2.9%
CC(=O)N1CCN(C(=O)c2ccc(Cl)c(NC(=O)c3cccs3)c2)CC1	-1.6	9.9%	-7.3%	9.7%	10.3%	3.7%	12.8%	i	-0.4%
O=C(Cn1cnc([N+](=O)[O-])n1)N/N=C/c1ccc(O)cc1O	-0.6	0.3%	10.7%	?	0.0%	0.1%[9.22 µM]	1.2%	i	2.6%
O=[N+]([O-])c1cccc(CON=Cc2ccccc2O)c1	1.4	-2.3%	8.6%	/	/	?	11.1%	i	/
CC12CN(Cc3ccccc3)CC(C)(CN(Cc3ccccc3)C1)C2=NO	1.9	-4.0%	3.6%	2.8%	-9.2%	-0.6%	4.3%	i	1.8%
NC(=O)c1cc[n+](CC2=C(C(=O)O)N3C(=O)[C@@H](NC(=O)C(c4ccccc4)S(=O)(=O)[O-])[C@H]3SC2)cc1 (stereo not given in full)	-0.3	4.9%	54.6%[activator]	5.7%	-4.7%	2.8%	0.5%	i	-0.9%
CC(=O)C[C@H](O)CC(=O)[C@H]1OC(=O)CCCCCCCc2ccccc21	0.3	-3.0%	-4.9%	7.0%	7.8%	0.8%	-6.9%	i	-0.4%
CCOc1ccccc1NC(=O)CSC1=Nc2ccccc2C2=NC(CC(=O)NCc3ccc4c(c3)OCO4)C(=O)N12 (stereo not given)	/	?	/	12.7%	-7.0%	7.3%	/	/	/
O=C(c1ccc(Cl)cc1)C1CCN(Cc2ccccc2)CC1	0.3	2.2%	-11.6%	0.7%	6.3%	0.4%	-4.6%	i	-1.4%
CCc1nc(NCCCN2CCOCC2)c2oc3ccccc3c2n1	-1.3	-18.3%	14.2%	18.5%	-6.9%	0.6%	3.7%	i	0.3%
Cn1ccc2cc(-c3csc(N4CCC(C(N)=O)CC4)n3)ccc21	/	2.7%	-3.3%	7.0%	-4.9%	-0.6%	3.9%	/	0.0%&-1.9%
CC1=C(N2CCOCC2)CCC1=O	-2.2	-16.4%	20.8%	-2.7%	-1.2%	0.4%	5.1%	i	/
O=C(NC1CC1)c1ccc(-n2cccc2)cc1	0.3	-3.5%	7.7%	1.8%	0.2%	2.7%	-2.6%	i	0.1%
CCn1c(C2CC(=O)N(c3ccc(C)c(C)c3)C2)nc2ccccc21 (stereo not given)	-5.6	-29.3%	7.6%	2.8%	-1.6%	-0.4%	23.0%	i	2.8%
CCOC(=O)C1(C)CCCN(C(=O)c2c(F)cccc2F)C1 (stereo not given)	0.2	38.5%[activator]	10.5%	/	/	0.5%	6.2%	i	/
COC(=O)c1cc(CNC(=O)Cc2ccsc2)ccc1OC	-0.8	3.0%	-4.4%	-1.2%	-11.3%	0.3%	9.0%	i	-0.8%
CCOC(=O)c1ccccc1NC(=O)CCc1c(C)nc2ncnn2c1C	/	1.5%	/	?	?	0.3%	/	/	/
CCC(=O)NC(=S)NNC(=O)c1ccc([N+](=O)[O-])cc1	-2.8	0.0%	8.5%	11.8%	/	-0.3%	-3.3%	i	1.5%
COc1ccc(C)cc1Nc1n[n+](-c2ccccc2)c(-c2ccc(NC(C)=O)cc2)s1	0.8	5.0%	6.7%	?	10.2%	0.3%	-2.5%	i	-6.3%
Cc1cc(C)cc(NC(=O)CN(C)S(=O)(=O)c2cccc3nsnc23)c1	0.7	-10.1%	9.8%	-5.0%	-19.2%	-0.3%	13.1%	i	1.3%
O=C(c1ccccc1Br)N1CCN(c2ncccn2)CC1	-1.5	10.9%	1.4%	-9.1%	2.5%	0.2%	5.6%	i	-4.8%
c1ccc(CN2CCC(N=C3NN=C(c4ccc5c(c4)OCCO5)CS3)CC2)cc1	-5.0	?	5.8%	?	-26.7%	13.8%	4.9%	i	0.2%
COc1cccc(/C=N/Nc2cc(-n3nc(C)cc3-c3ccccc3)ncn2)c1O	1.9	?	14.9%	6.3%	-4.4%	-1.5%	-14.1%	i	-8.8%
Cc1ccc(-c2nnn3c2nc(NCc2ccc4c(c2)OCO4)c2ccccc23)cc1	/	-39.2%	/	0.6%	8.1%	0.5%	/	/	/
O=C(OCc1cn([C@H]2CN(CC3CCCCC3)[C@@H](c3ccccc3)C[C@@H]2O)nn1)c1ccccc1	0.6	-1.8%	6.8%	/	/	0.1%	0.2%	i	/
Cc1ccc2c(c1)C(=O)N1[C@H]3c4cc(C)ccc4OC[C@@H]3[C@H](c3ccccc3)[C@]1(C)C(=O)N2	0.8	-8.8%	1.6%	10.4%	-6.6%	-1.6%	0.7%	i	-9.4%
COCCn1c(SCC(=O)N2CCCCCC2)nnc1-c1ccco1	-1.3	-11.3%	-2.5%	7.6%	1.7%	-0.1%	15.1%	i	-2.3%
CCC(CC)CN1C(Nc2ccccc2)=NC[C@@H]1CC(C)C	-0.3	-12.8%	-0.7%	10.2%	-3.4%	-1.1%	5.7%	i	-8.7%
Nc1cc(SCc2ccc(Cl)cc2Cl)ncn1	0.3	9.4%	0.7%	2.2%	3.9%	0.3%	-0.5%	i	/
CC(C(=O)N1CCN(C2c3ccccc3-c3ccccc32)CC1)N1C(=O)c2ccccc2C1=O (stereo not given)	-0.1	2.8%	9.8%	-24.3%	2.6%	2.6%	16.4%	i	4.5%
O=C(N/C(=C\c1ccc2c(c1)OCO2)C(=O)N1CCOCC1)c1ccccc1Br	-0.6	11.1%	0.8%	0.8%	0.0%	0.1%	4.4%	i	0.8%
CCOC(=O)N1CCC(Nc2c(Nc3cccc(CC)c3)c(=O)c2=O)CC1	2.0	?	10.1%	-10.9%	1.8%	4.5%	0.7%	i	-2.7%
CNC(=O)COc1ccc2oc3c(c2c1)CCCC3	-0.5	-0.2%	2.1%	3.8%	0.9%	2.4%	1.6%	i	-0.6%
